ATXN2 expr inh: reduces ATXN2 reporter expression in HEK-293 cells; HEK-293 ATXN2-luciferase reporter, luminescence, 24 h; Potency, µM (highest dose often 57 µM), for inactives: at the highest dose activity change, negative = inhibition, hits mostly inhibitors; 0.72% of 360,000 active; AID 1745845; note: potency is the fitted concentration of half-maximal effect; % is set by controls: 0 for no effect and ±100 for the full control effect; nearly all actives have a fitted effect of over 55% in size
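ATXN2-luciferase reporter cells (luciferase flanked by upstream and downstream ATXN2 gene portions) were treated 24 h at 37 °C with compounds at up to 57 uM. SteadyGlo luminescence gave expression; GF-AFC fluorescence gave viability.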
KB-3-1 tox: kills parental KB-3-1 adenocarcinoma cells. KB-3-1 viability, CellTiter-Glo ATP luminescence, 72 h. 1.4% of 400,000 active. AID 1347075. Potency, µM (doses to about 46.1 µM), inactives show at the highest dose activity change, negative = cytotoxic, hits mostly cytotoxic; note: potency is the fitted concentration of half-maximal effect; % is set by controls: 0 for no effect and ±100 for the full control effect; nearly all actives have a fitted effect of over 60% in size
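Parental KB-3-1 adenocarcinoma cells in phenol-red-free DMEM with 10% FBS were pin-treated with compounds at several concentrations, incubated 72 h at 37 °C, and viability read by CellTiter-Glo luminescence; concentration-effect curves were fitted after normalization.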
IL-1B inflam inh: inhibitors of inflammasome signaling (IL-1 beta secretion); 4.7% of 360,000 active; activity change, % at 57.5 µM; THP-1 LPS/ATP IL-1B secretion, AlphaLISA, 16 h; hits give low values; in the data active = activity change below about -50%; inconclusive = mostly about -30% to -49%; note: % is set by controls: 0 for no effect and ±100 for the full control effect
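THP-1 cells pretreated 1 hr with compounds (up to 57.5 uM final), then stimulated with LPS (250 ng/mL final) plus ATP (1.25 mM final); secreted IL-1B measured by AlphaLISA after 16 hr, decreased signal indicating inhibition.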
HT1080NT lethal: kills 2HG-producing HT-1080-NT fibrosarcoma cells | HT-1080-NT fibrosarcoma viability, CellTiter-Glo ATP luminescence, 48 h | Potency, µM (doses to about 46.1 µM), without a hit: at the highest dose activity, negative = less viability, most hits filed as cytotoxic | 1.6% of 360,000 active;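 note: NT is the 2HG producing partner of a matched IDH1 knockdown line; potency is the fitted concentration of half-maximal effect; 0% = DMSO-treated cells and -100% = media-only wells without cells; nearly all actives have a fitted effect of over 55% in size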
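Fibrosarcoma NT cells, 750 per well in 5% FBS RPMI, were exposed to compound for 48 hours. Viability: CellTiter-Glo luminescence.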
SW480 rerep: inducers of DNA re-replication in SW480 colon cancer cells. SW480 DNA re-replication, Hoechst DNA content imaging, 48 h. Potency, µM (titrated, usually from 46.1 µM), inactives show at the highest dose re-replication activation, hits mostly activators. 1.8% of 340,000 active; note: potency is the fitted concentration of half-maximal effect; % of control where 0% means no effect; nearly all actives have a fitted effect of over 55% in size
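First, 250 cells per well were seeded. Next, compound or vehicle (23 nL) was pinned in, plates sat 48 hr at 37 C. Finally Hoechst was added for 40 min before fluorescence scanning.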
S2 tox: reduces viability in counter-screen for ATXN expression inhibitors | S2 cells (HEK-293 line with an ATXN2-luciferase reporter) viability, CellTiter-Fluor protease fluorescence, 24 h | Potency, µM (titrated, usually from 56.7 µM), hits mostly cytotoxic | 0.49% of 400,000 active | AID 651635; note: potency is the fitted concentration of half-maximal effect; nearly all actives have a fitted effect of over 40% in size
HT1080 IDH1KD tx: kills HT-1080 cells with IDH1 knockdown. HT-1080 IDH1 knockdown viability, ATP luminescence, 48 h. Potency, µM (top dose mostly 46.1 µM), inactives show top-dose activity, negative = toxicity, usual class: cytotoxic. 2% of 360,000 active. AID 686971;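 note: potency is the fitted concentration of half-maximal effect; 0% = DMSO wells and -100% = cell-free medium wells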
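% activity derives from luminescence (CellTiter-Glo), normalised to DMSO and no-cell wells. HT-1080-IDH1KD cells, 750/well, had 48 h compound exposure at 37 °C.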
MCF10A rereplic: induces DNA re-replication in MCF 10a normal breast cells; Potency, µM (highest dose often 46.1 µM), inactives show at the highest dose activity, positive = re-replication, actives largely listed as activators; MCF 10A DNA re-replication, Hoechst nuclear intensity, 48 h; AID 624296; 2.9% of 350,000 active; note: potency is the fitted concentration of half-maximal effect; % of control where 0% means no effect; nearly all actives have a fitted effect of over 50% in size
KB-V1 cytotox: KB-V1 MDR subline cytotoxicity; AID 1347076; Potency, µM (series often up to 46.1 µM), for inactives: at the highest dose activity change, negative = cytotoxicity, most hits filed as cytotoxic; 3.4% of 400,000 active; KB-V1 MDR cells viability, CellTiter-Glo, 72 h; note: potency is the fitted concentration of half-maximal effect; % is set by controls: 0 for no effect and ±100 for the full control effect; nearly all actives have a fitted effect of over 60% in size
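KB-V1 cells (P-gp-expressing MDR subline of KB-3-1) in phenol-red-free DMEM with 10% FBS were exposed to library compounds over a concentration series for 72 h at 37 degrees C. Viability read by CellTiter-Glo luminescence; concentration-effect curves fitted after normalization.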
* marks the source's active call; other numbers are inactive results; i = inactive; ? = inconclusive; / = no result given; & = joins results of further samples; ! = a repeat was not active; [ ] = dose if it differs, or a comment. Unless noted, calls come from the whole dose curve; as a rule, active = well fitted curve in the direction sought with a large enough effect; inconclusive = small, poorly fitted or top-dose-only effect, or another doubt; inactive = no such curve, though single readings can be large; an effect the other way counts as inactive or inconclusive. Only part of the results is shown; the hit share may differ from the screen's.

SMILES	ATXN2 expr inh	KB-3-1 tox	IL-1B inflam inh	HT1080NT lethal	SW480 rerep	S2 tox	HT1080 IDH1KD tx	MCF10A rereplic	KB-V1 cytotox
O=C1NC(=O)C(C2CCOC2=O)N1 (configuration not stated)	/	-9%	6	0%	/	i	-4%	/	27%
COc1cccc(/C=N/NC(=O)c2c(C)nc3ccc(Br)cn23)c1	12%[11.3 µM]	11%	27	-1%	?	i	-1%	1%	8%
C=CCNc1nnc(Sc2ncccc2[N+](=O)[O-])s1	1%	0%	-14	-31%	?	?	-19%	?	-16%
CCOC(=O)N(c1ccccc1)P1(=S)OCC(C)O1 (configuration not stated)	10%	0%	0	22%	-2%	i	6%	2%	1%
COC(=O)c1ccccc1-n1c(C)nc2ccccc2c1=O	8%	2%	3	7%	1%	i	7%	-5%	-10%
COc1ccc(NC(=O)N2CCN(c3nc(-c4cccc(OC)c4)cs3)CC2)cc1	22µM*	?	-93*	-10%	-5%	?	?	?	12µM*
c1cc(CCN2CCCC2)ccn1	-2%	-18%	0	0%	0%	i	-3%	1%	0%
O=C(COc1ccccc1F)N1CCN(CCN2C(=O)c3cccc4cccc(c34)C2=O)CC1	1%	?	?	-1%	0%	i	11%	9%	?
C=Cn1ccnc1P(=S)(c1ccn(C)c1)c1nccn1C=C	3%	10%	-3	18%	-4%	i	6%	-1%	?
O=C(c1ccco1)C12CN3CN(CN(C3)C1)C2	0%	15%	25	0%	-5%	i	-1%	3%	-1%
COc1cc2[nH]c(=S)n(-c3ccccc3)c(=O)c2cc1OC	2%	-1%	2	1%	-12%	i	5%	-11%	-10%
CCOC(=O)C1=C(N)OC2=C(C(=O)CCC2)C12C(=O)N(C)c1ccccc12 (configuration not stated)	0%	7%	1	3%	0%	i	-4%	1%	6%
COc1ccc(-c2nc(CN3C(=O)CN=C(c4ccccc4)c4ccccc43)c(C)o2)cc1OC	-26%	-1%	/	/	/	?	/	/	-2%
CC[N+]1(C)CCCC(OC(=O)C(O)(c2ccccc2)c2ccccc2)C1 (configuration not stated)	-7%&6%	-2%	-18	-4%	?	i	-10%	-2%&3%&0%	19%
CC1CCCCN1Cc1c[nH]c2ccccc12 (configuration not stated)	-37%	-9%	-10	-3%	-10%	?	-5%	4%	-18%

Only IL-1B inflam inh and MCF10A rereplic (2 entries from above):
structure | IL-1B inflam inh | MCF10A rereplic
C=CCNc1nnc(Sc2ncccc2[N+](=O)[O-])s1 | -14 | ?
CCOC(=O)N(c1ccccc1)P1(=S)OCC(C)O1 (configuration not stated) | 0 | 2%

Additional compounds
SMILES	ATXN2 expr inh	KB-3-1 tox	IL-1B inflam inh	HT1080NT lethal	SW480 rerep	S2 tox	HT1080 IDH1KD tx	MCF10A rereplic	KB-V1 cytotox
C[C@H](CO)N1C[C@H](C)[C@H](CN(C)C(=O)Oc2ccccc2)OCc2cnnn2CCCC1=O	3%	13%	10	7%	/	i	7%	/	?
COCCOc1ccc(C(F)(F)F)cc1NC(=O)CN1C(=O)NC2(CCCc3ccccc32)C1=O (configuration not stated)	?	-5%	-26	-13%	?	i	-11%	1%	-15%
c1ccc(-c2ccc(CN3Cc4ccccc4-n4nncc4C3)cc2)cc1	-16%	?	49	-15%	/	i	-19%	/	?
C[C@]12CC[C@@H](O)CC1=CCC1C2CC[C@@]2(C)C1C[C@@H](F)[C@H]2O (some centres not stated)	9%	-1%	8	-2%	-3%	i	4%	-8%	0%
CCC1(CC)C(=O)NC(=O)N(CCc2ccccn2)C1=O	-6%	2%	-19	28%	-6%	i	?	-2%	20%
Cc1ccc(-c2nn(CCC#N)cc2C(=O)O)cc1C	-6%	-26%	-1	20%	2%	i	1%	0%	?
Cc1nc2ccccc2c(=O)n1-c1ccccc1[N+](=O)[O-]	/	-9%	-11	-2%	-4%	i	2%	-3%	1%
CCC1(CC)C(=O)NC(=NCCc2c[nH]c3ccccc23)NC1=O	0%	9%	24	6%	0%	i	0%	-1%	1%
COc1ccc(-n2nnnc2C(c2cccc3ccccc23)N2CCC3(CC2)C(=O)NCN3c2ccccc2)cc1 (configuration not stated)	-14%	?	?	-15%	/	?	-21%	/	0%
O=C(c1ccc2c(c1)N(Cc1ccccc1)CCS2)N1CCC2(CC1)OCCO2	-7%	?	18	10%	-9%	i	3%	15%	0%
Cc1ccc(-c2cc(-c3ccccc3)cc(-c3ccccc3)[n+]2-c2ccccc2C(=O)O)cc1	?	?	-2	-26%	-31%[9.22 µM]	?	-13%	-3%	9%
COCCOC(=O)C1=C(N)Oc2c(c(=O)oc3ccccc23)[C@@]12C(=O)Nc1ccccc12	-20%	14%	37	1%	-8%	?	-2%	5%	4%
CC(C)c1ccc(-n2c(O)c(/C=N/NC(=O)c3ccncc3)c(=O)[nH]c2=O)cc1	0%	9%	14	16%	-6%	i	18%	-10%	?
CN(C/N=C(\N)N[N+](=O)[O-])S(=O)(=O)c1ccccc1	-13%	-3%	-14	0%	-1%	i	-7%	-1%	10%
Cc1ccccc1-n1c(C)nc2ccsc2c1=O	-3%	-4%	-2	-11%	?	i	-3%	-5%	-25%
C[C@H]1CN([C@@H](C)CO)C(=O)c2cccc(NC(=O)c3ccc(-c4nccs4)cc3)c2O[C@@H]1CN(C)C(=O)Nc1cccc2ccccc12	-2%	5%	0	-8%	-2%	i	-10%	-1%	-4%
COC(=O)C1=C(c2ccc3ccccc3c2)C[C@@H]2CC[C@H]1N2C(=O)NC1Cc2ccccc2C1	-31%	?	-7	-27%	?	?	-15%	?	?
OC(Cn1c2ccccc2c2ccccc21)C[n+]1cccc2ccccc21 (configuration not stated)	?	?	-68*	-7%[9.24 µM]	1%	22µM*	20µM*	0%	20%
CC(C(=O)c1c[nH]c2ccccc12)N1CCc2ccccc2C1 (configuration not stated)	-1%	?	26	-2%	-2%	i	-22%	10%	-9%
COc1ccc(-c2csc(Nc3ccc(S(N)(=O)=O)cc3)n2)cc1	/	?	?	?	?	/	18µM*	10µM*	14%
COc1cccc(/C=C/c2nc(S(=O)(=O)c3ccccc3)c(N3CCC(C(N)=O)CC3)o2)c1	/	4%	-15	1%	/	?	2%	/	4%
CCOC(=O)[C@]1(C#N)[C@@H]2C=CC(C(N)=O)=CN2[C@@H](C(N)=O)[C@@H]1c1ccc(F)cc1	-30%	2%	0	-5%	0%	i	2%	-5%	-5%
COc1ccc(-c2cc(=NCC(=O)O)c3ccccc3o2)cc1	/	-5%	-20	-10%	?	i	4%	-15%	-4%
CC(=O)OC1(c2ccc(C)cc2)CN2CCC1c1ccccc12 (configuration not stated)	-6%	-5%	33	7%	-3%	i	9%	8%	-2%
C=CCN1C(=O)NC(=O)C(Cc2ccc(OC)c(OC)c2)C1=O (configuration not stated)	3%	-4%	-11	11%	-11%	i	18%	?	17%
CC(=NCCO)c1c(O)n(C)c(=O)n(C)c1=O	-6%	2%	14	8%	-1%	i	14%	-5%	7%
CCCc1nc2ccc(Br)cc2c(=O)n1-c1ccc([N+](=O)[O-])c(C(F)(F)F)c1	-35%	?	?	?	?	i	?	?	16µM*
CCc1cccc(C)c1NC(=S)N1CC2CC(C1)c1cccc(=O)n1C2 (configuration not stated)	-7%	-1%	38	3%	-11%	i	0%	-1%	-17%
COC(=O)C1=C(c2ccc(OCc3ccccc3)cc2)C[C@@H]2CC[C@H]1N2C(=O)NCc1ccccc1C(F)(F)F	-8%	-19%	-3	-4%	/	i	1%	/	?
O=C(O)CCn1cc(C=C2C(=O)NC(=S)NC2=O)c(-c2cc3ccccc3oc2=O)n1	-5%[11.3 µM]	6%	0	?	-7%	i	3%	0%	-11%
C[C@@H]1CN([C@H](C)CO)C(=O)CCCn2nncc2CO[C@@H]1CN(C)C(=O)Oc1ccc2ccccc2c1	-6%	-8%	-10	2%	/	i	-2%	/	7%
Cc1cc(C=C(C#N)C#N)ccc1N1CCCC1	-7%[11.3 µM]	11%	?	4%	-1%	i	8%	7%	0%
O=c1[nH]c(=O)n(CCC2=CCCCC2)c(O)c1C=NCCCn1ccnc1	-14%	-1%	13	-4%	-1%[9.22 µM]	i	2%	?	0%
CCC(=O)CC(c1ccccc1)c1c(O)c2ccccc2sc1=O (configuration not stated)	8%	2%	8	5%	?	i	13%	14%	7%
Cc1ccc(OCCn2cccc2/C=C2/C(=O)NC(=O)N(Cc3ccco3)C2=O)cc1	17%	2%	-22	2%	11%	i	-5%	?	-3%
Cc1cc(/C=C2\C(=O)NC(=O)N(c3ccc(Cl)cc3)C2=O)c(C)n1C	/	3%	-3	1%	-1%	i	-1%	-1%	-9%
CNc1cc(N2CCN(C)CC2)ccc1[N+](=O)[O-]	/	-1%	14	1%	1%	i	15%	17%	-15%
OC(COCc1ccc(Cl)cc1)CN1CC=C(c2ccccc2)CC1 (configuration not stated)	-20%&-33%	?	-70*!	-4%&-30%	25%&6%	?	?	15µM*	?
Cc1ccc(C2=NCC(=O)N(CC(=O)N3CCCCC3)c3sc(C)c(C)c32)cc1	-6%	-10%	-2	1%	1%	i	3%	1%	-21%
CC(C)(C)c1cc(C=C(C#N)C#N)cc(C(C)(C)C)c1O	?	1.3µM*	-77*	1.2µM*	-45%[inhibitor]	?	2.1µM*	?	1µM*
COC(=O)C1=C(c2ccc(Cl)c(C(F)(F)F)c2)C[C@@H]2CC[C@H]1N2C(=O)NC1CC1	-23%	-8%	4	-7%	13%	i	5%	?	5%
C[N+]1(C)CCc2cc3c(cc2[C@H]1[C@@H]1OC(=O)c2c1ccc1c2OCO1)OCO3	0%&-5%	0%&-1%	59&-17	9%&-4%	?	i	-3%&12%	23%&-2%&15%	9%&9%
Cc1cccc(C)c1-n1nnnc1C(c1ccccc1OC(F)(F)F)N1CCC(n2c(=O)[nH]c3ccccc32)CC1 (configuration not stated)	-24%	23µM*	-81*	17%	/	i	-1%	/	-23%
